RAD54 inh = blocks human RAD54 Holliday junction branch migration; Q92698; FAM/BHQ fluorescence; inhibition, % at 10.4 µM; actives 0.14% (n = 360,000);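 active = mean normalized replicate activity at least 40 and at least half of replicates scoring 40 or more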;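 also: 0% = median of neutral control wells and 100% = median of positive control wells; inhibitors cause a drop in the FAM fluorescence signal; in these data hits start at about 50%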
esBAF inh = blocks esBAF chromatin remodeling in mouse ES cells; Bmi1-luciferase knock-in reporter, 24 h; 100% = twice the neutral-well signal; AID 602393; reporter increase, % at 12.5 µM; actives 2% (n = 350,000); in the data active = activation above about 40%;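 also: 0% = median of the plate's neutral control wells and 100% = double that signal; a rise in the Bmi1 reporter signal indicates esBAF inhibition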
XiGFP reactiv = reactivates the inactive X chromosome in mouse fibroblasts. actives 0.055% (n = 360,000). XiGFP mouse fibroblasts, % GFP-positive cells imaging, 3 d; cells co-treated with 5-aza-dC sensitizer; scaled so ellipticine positive control = 100%. activation, % at 7.58 µM;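 active = mean normalized replicate activation at least 10% and every replicate at or above 10%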;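 also: 0% = median of on-plate neutral control wells and 100% = ellipticine 6 µM median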
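System: XiGFP fibroblasts, SV40-immortalized. Medium: DMEM plus 5-aza-dC sensitizer. Doses: single point. Timing: 3 d treatment, 15 min room-temperature fixation. Control set: ellipticine 6 µM.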
CFTR F508del cor = correctors of CFTR F508del function in bronchial epithelial cells; AID 720511; actives 0.36% (n = 350,000); CFBE cells, YFP halide quenching; stimulated with forskolin plus potentiator P3; % fluorescence drop versus neutral controls; activity (quench increase), % at 7.58 µM;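 active = mean added fluorescence quench of at least 8% versus neutral control, with both replicates also reaching 8%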;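 also: cells transiently co-express mutant CFTR-F508del with the halide-sensitive YFP; corrector assay measuring rescue of mutant channel to the surface after 24 h compound exposure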
GSIS activator = primary screen for activators of insulin secretion dependent on glucose, INS-1E cells, GLuc reporter luminescence | INS-1E GLuc reporter insulin secretion, 2-3 h | activation, % at 16.6 µM | actives 0.61% (n = 370,000) | AID 743287;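 active = lowest replicate activation of at least 40%, so every replicate reaches that level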;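 also: 0% = median of neutral control wells and 100% = median of IBMX positive control wells; some compounds called inactive have numbers as strong as hits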
RAD52 anneal inh = blocks human RAD52 DNA annealing; P43351; recombinant RAD52 DNA annealing, FRET fluorescence; inhibition, % at 18.7 µM; actives 0.46% (n = 360,000); AID 651710;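 active = every replicate showing at least 50% inhibition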
Target sequence (P43351 whole entry, looked up): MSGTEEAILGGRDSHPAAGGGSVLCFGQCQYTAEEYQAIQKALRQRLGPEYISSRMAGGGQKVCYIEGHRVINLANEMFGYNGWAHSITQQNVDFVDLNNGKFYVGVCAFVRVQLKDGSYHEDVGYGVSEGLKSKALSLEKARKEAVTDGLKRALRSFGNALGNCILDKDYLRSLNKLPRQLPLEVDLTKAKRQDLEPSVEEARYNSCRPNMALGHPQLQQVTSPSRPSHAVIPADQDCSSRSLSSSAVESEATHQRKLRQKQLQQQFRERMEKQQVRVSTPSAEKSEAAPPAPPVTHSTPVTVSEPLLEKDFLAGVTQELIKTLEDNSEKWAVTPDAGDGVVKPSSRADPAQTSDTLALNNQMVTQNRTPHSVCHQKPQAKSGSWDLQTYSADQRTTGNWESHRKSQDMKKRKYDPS
ARNT-TACC3 inh = ARNT/TACC3 interaction disruption; Q9Y6A5; AlphaScreen His-ARNT PAS-B/GST-TACC3 binding, luminescence; TACC3 fragment carries E629A point mutation; inhibition, % at 9.99 µM; actives 0.66% (n = 390,000); AID 623870;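 active = mean inhibition of replicates at least 50% and at least half of replicates each reaching 50%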;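 also: 0% = complete ARNT plus TACC3 wells and 100% = ARNT alone without TACC3; many hits fall short of the cut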
ERAP1 inh = inhibitors of human ERAP1 aminopeptidase; actives 0.15% (n = 340,000); inhibition, % at 10.7 µM; recombinant ERAP1, Leu-AMC fluorescence, 60 min;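 active = mean replicate inhibition of at least 30%, or all replicates individually reaching that 30% level; inactive = mean below 30% and not every replicate reaching it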;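 also: 0% = neutral control wells and 100% = L-leucinethiol positive control wells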
An asterisk follows results filed as active; i = inactive; nt = not tested or not shown; & = joins results of further samples.

SMILES	RAD54 inh	esBAF inh	XiGFP reactiv	CFTR F508del cor	GSIS activator	RAD52 anneal inh	ARNT-TACC3 inh	ERAP1 inh
COc1cccc(-c2ccc([C@H]3[C@@H](CO)N4CCCCN(C(=O)Cc5ccncc5)C[C@@H]34)cc2)c1	-14	nt	0.1	-0.4	5	-70	-1	-3
CCCCOC(=O)c1ccc(NC(=O)c2c(O)[nH]c(=O)[nH]c2=O)cc1	-24	-5	0.4	0.7	15	-4	4	-2
CC(=O)N1CCN(c2ccc([N+](=O)[O-])cc2C=C2C(=O)NC(=O)NC2=O)CC1	-3	nt	0.0	nt	11	nt	2	nt
COC(=O)C1=Nc2ccccc2/C1=C\c1c(O)n(-c2cc(OC)ccc2OC)c(=O)[nH]c1=O	nt	nt	0.1	nt	-24	-27	0	1
COC(=O)C1=C(c2ccc(OC(F)(F)F)cc2)C[C@@H]2CC[C@H]1N2C(=O)NCc1ccco1	nt	nt	0.1	-0.9	-2	-46	nt	2
O=C(N/N=C/c1c(O)n(C2CC2)c(=S)[nH]c1=O)c1ccccc1	-14	16	0.0	2.6	-13	-34	63*	9
CCc1ccc(-n2c(O)c(/C=N/N3CCCCC3c3cccnc3)c(=O)[nH]c2=O)cc1 (centres undefined)	nt	nt	0.1	-0.7	-2	-73	nt	4
NC1=NC(c2cccnc2)n2c(nc3ccccc32)N1 (centres undefined)	nt	nt	-0.1	-0.8	nt	11	nt	-2
CN(C)C(=O)Oc1ccc2nnc3ccnn3c2c1	4	-2	0.1	0.2	10	-28	11	1
COc1cc2c(cc1/C=C/[N+](=O)[O-])OCO2	-2	2	0.0	-5.5	-14	i	0	0
Nc1ccc([N+](=O)[O-])cc1	-3	-3	nt	0.1	1	-9	nt	-5
CC(N)C(=O)NC1C2C(=C(O)CC(O)C2O)C(=O)OC1(C)C(Cl)Cl (centres undefined)	nt	nt	0.3	-4.1	-18	-14	-3	0
Cc1ccccc1CN1Cc2cnnn2-c2ccccc2C1C#N (centres undefined)	-17	1	4.3	-7.0	12	-13	2	3
COC(=O)CC(NC(=S)N1CC2C[C@@H](C1)Cn1c2cccc1=O)C(=O)OC (some centres undefined)	nt	nt	0.3	-2.1	nt	-6	nt	0
O=C(NCC(c1cccnc1)N1CCN(c2ccc(F)cc2)CC1)Oc1ccccc1 (centres undefined)	-1	-8	nt	2.4	-22	-4	1	1
O=C(O)[C@H]1[C@H](CO)[C@H]2Cn3c(ccc(-c4ccncc4)c3=O)[C@@H]1N2C(=O)C1CCCC1	nt	nt	0.2	-2.5	8	-32	nt	-3
CCC(C)n1c(O)c(C=NCCN2CCOCC2)c(=O)[nH]c1=S (centres undefined)	nt	nt	0.0	-0.8	-5	-35	1	4
O=P1(Oc2ccccc2)CC=C[C@H](COCc2ccccc2)O1 (some centres undefined)	-7	-6	-0.1	1.5	5	-7	3	1
O=C(c1ccc(C(F)(F)F)cc1)C1CCCN(C2CCSCC2)C1 (centres undefined)	2	-2	0.0	0.6	16	-19	3	2
O=c1[nH]c2ccccc2n1C1CCN(C(c2cccc3ccccc23)c2nnnn2Cc2ccccc2)CC1 (centres undefined)	-7	-2	0.1	2.7	9	-17	nt	0
O=[N+]([O-])c1cc(F)c(N2CCCC2)cc1Br	2	-7	0.1	-0.3	-10	-12	2	-3
COc1ccccc1NC1(C#N)CCCCC1	nt	nt	0.1	1.6	-5	3	-2	-4
Cc1cccc2c(CCN)c[nH]c12	6	-3	0.1	2.5	16	15	6	-2
CC12CCC3C(CC=C4CC(O)CCC43C)C1C/C(=C\c1cccc(F)c1)C2=O (centres undefined)	10	-7	0.4	nt	0	nt	-7	nt
CCN(CC)C(=O)c1ccc(NC(=O)c2cc(S(=O)(=O)N3CCCCCC3)ccc2OC)cc1	6	nt	0.0	0.0	-19	-5	2	-2
CCC1(CC)COP(=O)(OCC(Cl)CCl)OC1 (centres undefined)	14	-2	0.6	-0.8	14	-17	-5	-2
CCOP(=S)(OCC)N1CC1	1	2	0.1	-0.4	3	-47	-4	-1
COc1cc(CC(=O)N2C[C@H]3C[C@@H](C2)c2cccc(=O)n2C3)cc(OC)c1OC	-17	-3	nt	-3.4	8	-7	nt	8
COc1ccc(C[C@H]2NC[C@H](O)[C@H]2OC(C)=O)cc1	4	-66	-0.3	-11	nt	-25	-4	1
N#Cc1ccc(CN2Cc3ccccc3-n3nncc3C2)cc1	5	0	0.4	-0.8	nt	4	nt	0
O=C(Nc1cc(Cl)cc(Cl)c1)N1Cc2ccccc2-n2nncc2C1	0	-5	0.2	-2.8	nt	-6	nt	-2
CC1CC(C)CN(CC(=O)c2ccc(OC(F)F)cc2)C1 (centres undefined)	-9	nt	-0.1	-1.0	-6	-18	nt	3
COC(=O)C1=C(c2ccc(-c3ccccc3)c(F)c2)C[C@@H]2CC[C@H]1N2C(=O)NC1CCCCC1	7	10	0.7	0.2	6	6	-5	nt
COC(=O)[C@H]1[C@H](CO)[C@H]2Cn3c(ccc(C4=CCCCC4)c3=O)[C@@H]1N2C(=O)CC1CC1	-10	-2	0.7	-1.2	1	-6	-8	2
CCOc1cc(/C=C2\C(=O)NC(=O)N(C)C2=O)cc([N+](=O)[O-])c1O	-8	-3	0.0	-2.0	5	-11	9	8
c1ccc(CCNCc2cccs2)cc1	0	-6	0.1	0.7	11	-17	-3	2
COc1ccc(N=C(C)c2c(O)[nH]c(=O)[nH]c2=O)cc1	-9	-2	0.1	4.5	32	-25	-3	-3
COC(=O)C1=C(c2ccc(OCc3ccccc3)cc2)C[C@@H]2CC[C@H]1N2C(=O)NCc1cccc(F)c1	14	3	0.0	-1.4	-4	-2	nt	1
C#C[C@@]1(O)CCC2C3CCC4=C/C(=N/OCC(=O)NC(CCC(N)=O)C(=O)O)CC[C@]4(C)C3CC[C@@]21C (some centres undefined)	-5	7	0.2	-0.6	-7	-8	-3	-2
CCN(CC)C(=O)Cn1cc(C=C2C(=O)N(C)C(=O)N(C)C2=O)c2ccccc21	-14	0	0.0	1.0	-2	-225	-19	3
O=C1OC(c2ccc(Br)cc2)=N/C1=C\N1CC2CC(C1)c1cccc(=O)n1C2 (centres undefined)	4	-2	0.0	-0.3	-9	-12	2	3
CC1=CP(=O)(Oc2ccc([N+](=O)[O-])cc2)CC1 (centres undefined)	nt	nt	0.1	-2.9	9	0	nt	0
C=C1C[C@]2(O)[C@@]3(C)CCC(=O)C(C)(C)C3=C(O)C(=O)[C@@]2(C)[C@@H]2C(=O)O[C@@](C)(C(=O)OC)C(=O)[C@@]12C	-4	39	nt	2.2	nt	-11	-2	-1
COc1c(C)cc(C(=O)C2CCCN(Cc3cccc(C)n3)C2)cc1C (centres undefined)	nt	nt	0.5	1.5	5	-13	nt	-3
COc1ccc(CCN(C)Cc2ccncc2)cc1OC	0	-1	nt	-0.5	7	-5	7	2

Arranged by molecular weight (rising): 3 of the compounds above.
SMILES	RAD54 inh	esBAF inh	XiGFP reactiv	CFTR F508del cor	GSIS activator	RAD52 anneal inh	ARNT-TACC3 inh	ERAP1 inh
Nc1ccc([N+](=O)[O-])cc1	-3	-3	nt	0.1	1	-9	nt	-5
CN(C)C(=O)Oc1ccc2nnc3ccnn3c2c1	4	-2	0.1	0.2	10	-28	11	1
COc1ccc(C[C@H]2NC[C@H](O)[C@H]2OC(C)=O)cc1	4	-66	-0.3	-11	nt	-25	-4	1

The list goes on:
SMILES	RAD54 inh	esBAF inh	XiGFP reactiv	CFTR F508del cor	GSIS activator	RAD52 anneal inh	ARNT-TACC3 inh	ERAP1 inh
CN(C)CC1CCCCC1=O (centres undefined)	nt	nt	0.0	-1.4	-2	-2	4	5
COc1ccc(-n2c(-c3ccccc3[N+](=O)[O-])nc3ccccc3c2=O)cc1	1	-4	0.0	-1.3	8	-1	1	-3
FCCN(CCF)c1cccc(Cl)c1	nt	nt	0.0	-3.9	16	-12	nt	-2
COC(=O)[C@@H]1[C@@H](CO)[C@@H]2Cn3c(ccc(-c4ccccc4OC)c3=O)[C@H]1N2Cc1ccccc1	-14	3	0.3	nt	13	nt	2	nt
Cc1cccc(-n2c(O)c(/C=C3/C(c4ccccc4)=Nc4ccccc43)c(=O)[nH]c2=O)c1	nt	13	-0.3	12*	-18	-25	-2	2
CCN(CC)P(=S)(c1c(C)nc2ccccn12)c1c(C)nc2ccccn12	-2	-3	0.0	-0.6	-8	-7	4	0
O=C(O)C1C2CC3CC(C2)CC1(n1ncc(N2CCC4(CC2)OCCO4)c(Cl)c1=O)C3 (centres undefined)	nt	-3	0.0	1.5	-5	7	0	0
CC(NC(C)(C)C)C(=O)c1cccc(Cl)c1 (centres undefined)	-5	2	0.2	-0.4&-0.6	18&6	-6&-15	18	1&-6
COC(=O)[C@@H]1[C@@H](CO)[C@@H]2Cn3c(ccc(-c4cccc(C(=O)N(C)C)c4)c3=O)[C@H]1N2C(=O)NC(C)C	-4	-2	0.5	-0.4	4	6	-6	-2
Cc1ccc2c(c1)C1C[N+](C)(CC(=O)c3ccc(Cl)cc3Cl)CCC1N2C(=O)c1ccc(F)cc1 (centres undefined)	12	35	0.1	2.7	12	24	5	22
CN1CCc2cc(O)cc3c2[C@H]1Cc1ccc(O)c(O)c1-3	39	-6	0.7	2.8	-4	95*	3	-26
CCN(CC)S(=O)(=O)c1cccc(N=Nc2c(O)n(CC)c(=S)n(CC)c2=O)c1	1	-9	0.8	0.0	-2	8	-4	-2
C[C@]12CC(=O)CC1CCC1C2CC[C@@]2(C)C1CC[C@@H]2O (some centres undefined)	6	1	0.2	-2.6	36	-1	-7	3
COc1cccc(C(c2nnnn2Cc2ccccc2)N2CCC3(CC2)C(=O)NCN3c2ccccc2)c1OC (centres undefined)	10	-8	0.2	0.7	-28	1	nt	nt
COC(=O)C1=C(c2cccc(OCc3ccccc3)c2)C[C@@H]2CC[C@H]1N2C(=O)NCc1cc(C)oc1C(F)(F)F	-7	4	0.0	3.6	-1	-6	-2	0
O=S(=O)(c1ccc(F)cc1)N1CCCC1c1cccnc1 (centres undefined)	-6	7	0.2	0.8	-4	-16	-1	nt

A different layout for some results above:
Every second line gives: RAD54 inh	esBAF inh	XiGFP reactiv	CFTR F508del cor	GSIS activator	RAD52 anneal inh	ARNT-TACC3 inh	ERAP1 inh
COC(=O)C1=C(c2cccc(OCc3ccccc3)c2)C[C@@H]2CC[C@H]1N2C(=O)NCc1cc(C)oc1C(F)(F)F
  -7	4	0.0	3.6	-1	-6	-2	0
FCCN(CCF)c1cccc(Cl)c1
  nt	nt	0.0	-3.9	16	-12	nt	-2
Cc1cccc(-n2c(O)c(/C=C3/C(c4ccccc4)=Nc4ccccc43)c(=O)[nH]c2=O)c1
  nt	13	-0.3	12*	-18	-25	-2	2
COC(=O)[C@@H]1[C@@H](CO)[C@@H]2Cn3c(ccc(-c4cccc(C(=O)N(C)C)c4)c3=O)[C@H]1N2C(=O)NC(C)C
  -4	-2	0.5	-0.4	4	6	-6	-2
COC(=O)[C@@H]1[C@@H](CO)[C@@H]2Cn3c(ccc(-c4ccccc4OC)c3=O)[C@H]1N2Cc1ccccc1
  -14	3	0.3	nt	13	nt	2	nt
CC(NC(C)(C)C)C(=O)c1cccc(Cl)c1 (centres undefined)
  -5	2	0.2	-0.4&-0.6	18&6	-6&-15	18	1&-6

Some of the compounds tested; rates above refer to the full screens.
